Bioassay records as filed in PubChem.
MmCpn inh: M. maripaludis TRiC chaperonin inhibition; purified Mm-Cpn ATPase, ADP Transcreener TR-FRET; Potency, µM (highest dose often 76.9 µM), for the others: top-dose activity, negative = inhibition, actives largely listed as inhibitors; 330,000 compounds, 0.031% hits; also: potency is read from the fitted curve at half-maximal effect; % is scaled to controls: 0 for no effect and ±100 for the full control effect; nearly all actives have a fitted effect of over 80% in size
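ATPase read-out: TR-FRET ADP immunoassay (anti-ADP Eu cryptate vs ADP-d2), ex 320 nm, em 590/665 nm; signal drops as ADP forms. Enzyme 25 nM, ATP 10 uM, 30 min at 37°C after 10 min compound preincubation.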
A549 tox: counter-screen for Nrf2 inhibitors: cytotoxicity in A549 cells. A549 ARE-Fluc cells, CellTiter-Fluor viability, 18-24 h. 390,000 compounds, 0.16% hits. Potency, µM (highest dose often 46 µM), for inactives: at the highest dose activity change, negative = cytotoxicity, usual class: inhibitors. AID 504648; also: potency is read from the fitted curve at half-maximal effect; % is scaled to controls: 0 for no effect and ±100 for the full control effect
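A549 ARE_Fluc cells in 5% FBS OPTI-MEM were exposed to compounds in concentration-response for 18-24 h at 37 deg C. Viability was read by CellTiter-Fluor fluorescence (Ex 405/Em 525) after 30 min, before the luciferase read.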
ATXN viability: viability counter-screen for ATXN expression inhibitors; S2 cells (HEK-293 line with an ATXN2-luciferase reporter) viability, CellTiter-Fluor protease fluorescence, 24 h; Potency, µM (doses to about 56.7 µM), hits mostly cytotoxic; 400,000 compounds, 0.49% hits; AID 651635; also: potency is read from the fitted curve at half-maximal effect; nearly all actives have a fitted effect of over 40% in size
Nrf2 activator: Nrf2 pathway activation; AREc32 ARE-luciferase reporter (MCF7-derived line), luminescence, 24 h; Potency, µM (doses to about 46.1 µM), for the others: at the top dose activation, hits mostly activators; AID 624171; 410,000 compounds, 0.31% hits; also: potency is read from the fitted curve at half-maximal effect; % of control where 0% means no effect; nearly all actives have a fitted effect of over 65% in size
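ARE activation measured as luciferase luminescence (Steady-Glo, 30 min RT) in AREc32_Fluc cells after 24 hr compound exposure at 37 deg C, 5% CO2; cells seeded overnight at 1000/well in OPTI-MEM, 5% FBS.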
pAkt inh: blocks phosphorylation of Akt; Neuro2A IGF-stimulated pAkt S473 HTRF, 20 min; active compounds read low; activity change, % for hits at 50 µM; 360,000 compounds, 0.32% hits; in the data active = activity change below about -80%; inconclusive = mostly about -51% to -80%; also: % is scaled to controls: 0 for no effect and ±100 for the full control effect
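Neuro2A cells in DMEM with 0.5% FBS, overnight at 37 deg C, given compound at single 50 µM final, then IGF (6 nM final) for 20 min at 37 deg C. Lysed; phospho-Akt Ser473 by HTRF after 24 h, 665/615 ratio.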
Nrf2 block: Nrf2 pathway inhibition; 360,000 compounds, 2.1% hits; A549 ARE-Fluc reporter, luciferase luminescence, 18-24 h; Potency, µM (highest dose often 46 µM), for inactives: at the highest dose activity change, negative = inhibition, actives largely listed as inhibitors; also: potency is read from the fitted curve at half-maximal effect; % is scaled to controls: 0 for no effect and ±100 for the full control effect; nearly all actives have a fitted effect of over 60% in size
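Two sequential reads on A549 ARE_Fluc cells exposed to compound for 18-24 h: a CellTiter-Fluor fluorescence read for viability, then a luciferase luminescence read for Nrf2/ARE activity.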
CCT chaperon mod: cytosolic chaperonin activity modulation; purified chaperonin ATPase assay, HTRF ADP detection, 30 min; activity change, % (test concentration not listed), hits read low; 360,000 compounds, 0.3% hits; AID 651819; in the data active = activity change below about -30%; also: % is scaled to controls: 0 for no effect and ±100 for the full control effect
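TRiC at 40 or 20 nM final (batch-dependent) in 30 mM Tris pH 7.4, 100 mM KCl, 5 mM MgCl2, 1 mM DTT, with compound at single 76 uM and 10 uM ATP, 30 min at 37 deg C. ADP detected by HTRF Transcreener, 665/615 ratio.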
TGFb SMAD3 inh: TGF-b pathway inhibition; HepG2 CAGA-GFP TGF-b/SMAD3 reporter, GFP fluorescence, 18 h; TGF-beta stimulated, 500 pg/mL final; Potency, µM (series often up to 46.1 µM), for inactives: top-dose activity, negative = inhibition, actives largely listed as inhibitors; 410,000 compounds, 1.2% hits; also: potency is read from the fitted curve at half-maximal effect; % is scaled to controls: 0 for no effect and ±100 for the full control effect; nearly all actives have a fitted effect of over 65% in size
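Smad-responsive CAGA-GFP expression was quantified in HEPG2 cells exposed to compounds and 500 pg/mL final TGF-beta for 18 h at 37 degrees C; unstimulated wells defined full inhibition.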
HepG2 viability: counter-screen for TGF-b inhibitors: cytotoxicity in HepG2 cells | HepG2 CAGA-GFP viability, ATP luminescence, 18 h | Potency, µM (highest dose often 46.1 µM), inactives show at the top dose activity change, negative = cytotoxicity, hits mostly cytotoxic | 410,000 compounds, 0.76% hits | AID 588856; also: potency is read from the fitted curve at half-maximal effect; some results filed as inactive show a strong effect at the top dose
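CellTiter-Glo luminescence gave cytotoxicity after 18 hours at 37 degrees C. The cells were HepG2 CAGA-GFP in 1% FBS DMEM, stimulated with 500 pg/mL TGF-beta after compound addition. %Activity was normalised to no-cell wells (complete cell-killing) and DMSO (no toxicity), and curves were fitted and classified.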
Starred values were filed as active, the others as inactive; i = inactive; ? = inconclusive; . = no result given; [ ] = remark or other dose. Unless noted, calls follow the shape of the dose curve; as a rule, active = well fitted curve in the direction sought with a large enough effect; inconclusive = small, poorly fitted or top-dose-only effect, or another doubt; inactive = no such curve, though single readings can be large; an effect the other way counts as inactive or inconclusive.

Results follow in this order: MmCpn inh, A549 tox, ATXN viability, Nrf2 activator, pAkt inh, Nrf2 block, CCT chaperon mod, TGFb SMAD3 inh, HepG2 viability
> CC(=O)N1c2ccc(S(=O)(=O)N3CCCCCC3)cc2CC1C(=O)NCc1ccccc1C (stereo not drawn)
    ., 16%, i, -0.8%, ., ., ., ?, -2%
> CCn1cc(S(=O)(=O)Nc2ncccn2)cn1
    2%, -2%, i, -0.9%, i, 9%, -1.1, 0%, 15%
> O=S(=O)(c1cccc2nsnc12)N1CCc2ccccc2C1
    -4%, -3%, i, -1.1%, i, ., -0.9, 10%, 1%
> Cc1ccc(/C=C(\C#N)C(=O)Nc2ccc(Br)cc2)o1
    ., 5%, ., 20%, ., 11%, ., ., 3%
> CC1CC(C)CN(S(=O)(=O)c2ccc(NC(=O)C3CSC4(C)CCC(=O)N34)cc2)C1 (stereo not drawn)
    0%, 2%, i, 0.1%, i, -19%, -1.7, -8%, -42%
> COc1cc2c(cc1OC)C(NC(=O)C(F)(F)F)C/C2=N\O (stereo not drawn)
    -3%, -2%, i, -0.9%, i, -7%, -0.8, -3%, -1%
> O=C(c1cc(-c2ccc(O)cc2)on1)N1CCN(c2ccc(F)cc2)CC1
    2%, ?, ?, 0.3%, i, ?, -0.2, -17%, -19%
> Cc1cc(C)cc(NS(=O)(=O)c2ccc(Oc3ncc(C(F)(F)F)cc3Cl)cc2)c1
    2%, ?, i, -2.2%, i, 4.1µM*, 1.4, 13µM*, 13µM*
> C#Cc1ccc([C@@H]2C=C(C(=O)N3CCN(Cc4ccc5c(c4)OCO5)CC3)O[C@H](OCC)[C@H]2CCCO)cc1
    ., ?, i, 4.1%, i, ?, -0.3, ?, -25%
> COc1cccc(NC(=O)CN(C)C(=O)CC2CCCC2)c1
    ., 0%, i, 0.3%, i, -6%, -34*, -3%, -11%

More structures follow.
Results follow in this order: MmCpn inh, A549 tox, ATXN viability, Nrf2 activator, pAkt inh, Nrf2 block, CCT chaperon mod, TGFb SMAD3 inh, HepG2 viability
> CCn1cc(CNC(=O)NC2CCCCC2)c(C)n1
    0%, -2%, i, 0.2%, i, 28%, -2.3, 0%, 7%
> O=C(Nc1c(-c2ccccc2)[nH][nH]c1=O)c1ccc(Br)cc1
    ., ., i, -0.5%, i, ., 0.2, -1%, -2%
> O=C(CCN1CCc2ccccc2C1)c1ccc2c(c1)OCCO2
    1%, ., i, -2.5%, i, 12%, 0.2, ?, 7.1µM*
> CCOc1ccc(NC(=O)c2cnn(-c3ccccc3)c2-n2cccc2)cc1
    ., 4%, i, -0.2%, ., -19%, ., -1%, -12%
> Cc1noc(C)c1S(=O)(=O)N1CCC(C(=O)N2CCN(Cc3ccc4c(c3)OCO4)CC2)CC1
    -2%, 0%, i, 2.7%, i, ?, 0.5, 1%, -30%
> O=C1CCCC2=C1C(Cc1ccccc1)C1=C(CCCC1=O)O2
    1%, -4%, i, 0.1%, -118%*, -21%, -1.1, 6%, -5%
> CC1CC(C)CN(C(=O)c2cccc(N3C(=O)c4ccccc4C3=O)c2)C1 (stereo not drawn)
    -2%, 0%, i, -0.3%, i, 5%, 2.7, 9%, 0%
> CCCNC(=O)Cn1c(=O)oc2ccccc21
    2%, 9%, i, 0.4%, i, ., 2.3, -4%, 2%
> Cc1ccc(-c2ccnc3c(Br)c(C)nn23)cc1
    -5%, 2%, i, 4.0%, i, 5%, -2.2, -18%, -24%
> COc1ccc(Cl)cc1C(=O)NCc1nnnn1-c1ccccc1
    ., -1%, ., 3.1%, ., ., ., ?, 42%

The list goes on.
Results follow in this order: MmCpn inh, A549 tox, ATXN viability, Nrf2 activator, pAkt inh, Nrf2 block, CCT chaperon mod, TGFb SMAD3 inh, HepG2 viability
> COC(=O)[C@H](Cc1ccccc1)NC(=O)NCCc1ccc(S(N)(=O)=O)cc1
    0%, 13%, i, -0.1%, i, 15%, -2.2, -5%, 6%
> O=C(O)c1cc(-c2cccs2)[nH]n1
    0%, 2%, i, 0.5%, i, 1%, -0.1, 7%, 6%
> CCC(=O)Nc1ccc2c(c1)OCCO2
    2%, 2%, i, -0.1%, i, 15%, 0.3, 13%, -3%
> CCOC(=O)CNS(=O)(=O)c1cc(-c2nnc(Nc3ccc4c(c3)OCO4)c3ccccc23)ccc1C
    -2%, -4%, i, 5.1%, i, -3%, -3.2, ?, -52%
> COc1ccc([N+](=O)[O-])cc1NC(=O)c1cccs1
    4%, 3%, i, 18%, i, 2%, 1.1, -5%, -8%
> O=[N+]([O-])c1ccc(S(=O)(=O)NCCN2CCOCC2)cc1
    3%, 1%, i, -0.3%, i, 3%, -0.2, -2%, -14%
> O=C(O)C(Cc1ccccc1)N1C(=O)c2ccccc2C1=O (stereo not drawn)
    1%, -6%, ?, 0.4%, i, -22%, -1.2, -10%, 2%
> O=C(O)C1C2C=CC(C2)C1C(=O)NCCCN1CCOCC1 (stereo not drawn)
    2%, 3%, i, -0.3%, i, -7%, -0.6, -7%, -9%
> COc1ccc(COc2cc(-c3cccc(OC)c3)nc3ccc(N)cc23)cc1
    -1%, -7%, ., 0.3%, i, 24%, 0.1, 7.1µM*, -1%
> Fc1ccc(Cc2cn3cc(-c4ccc(F)cc4)nc3s2)cc1
    ., -5%, ?, -2.1%, ., ?, ., -25%, -24%

Single records (already shown). Values in the order: MmCpn inh | A549 tox | ATXN viability | Nrf2 activator | pAkt inh | Nrf2 block | CCT chaperon mod | TGFb SMAD3 inh | HepG2 viability
`COc1ccc(COc2cc(-c3cccc(OC)c3)nc3ccc(N)cc23)cc1` is entered as -1% | -7% | . | 0.3% | i | 24% | 0.1 | 7.1µM* | -1%
`O=C(O)c1cc(-c2cccs2)[nH]n1` is entered as 0% | 2% | i | 0.5% | i | 1% | -0.1 | 7% | 6%
`COc1ccc([N+](=O)[O-])cc1NC(=O)c1cccs1` is entered as 4% | 3% | i | 18% | i | 2% | 1.1 | -5% | -8%
`CCC(=O)Nc1ccc2c(c1)OCCO2` is entered as 2% | 2% | i | -0.1% | i | 15% | 0.3 | 13% | -3%
`Fc1ccc(Cc2cn3cc(-c4ccc(F)cc4)nc3s2)cc1` is entered as . | -5% | ? | -2.1% | . | ? | . | -25% | -24%

Remaining list, next part:
Results follow in this order: MmCpn inh, A549 tox, ATXN viability, Nrf2 activator, pAkt inh, Nrf2 block, CCT chaperon mod, TGFb SMAD3 inh, HepG2 viability
> COCCCNC(=O)CCCC(=O)NCCCOC
    2%, -1%, i, 0.3%, i, -13%, -3.4, 0%, 7%
> CC(=O)N1CCc2cc(Br)cc(S(=O)(=O)NCCc3cccc(C)c3)c21
    ., 10%, ., 0.0%, ., ., ., ?, -23%
> Nc1ncc2c(n1)-c1ccoc1CC2
    -2%, -4%, i, -0.3%, i, -3%, -0.7, 7%, -40%
> CC(C)(C)c1nc2c(s1)CCc1onc(-c3ccc(Br)cc3)c1-2
    ., -2%, i, 0.3%, i, 10%, 1.6, ?, 2%
> Cc1cc(C(=O)NNc2ccc(F)cc2)no1
    -1%, -10%, i, 0.4%, i, -17%, 0.2, -9%, -3%
> Cc1ccc([N+](=O)[O-])cc1NC(=S)NC(=O)c1ccco1
    -1%, -3%, i, ?, i, 13%, -1.2, -3%, 5%
> Cc1ccccc1/C=C/c1nc2ccccc2c(=O)n1Cc1ccccc1
    -2%, 8%, i, -0.2%, i, -6%, -1.3, 2%, -2%
> COc1cc(/C=C/C(=O)O)cc(S(=O)(=O)NCCO)c1OC
    0%, -3%, i, -0.3%, i, 17%, 0.9, -7%, 11%
> O=C1CN(c2ccccc2F)C(=O)CN1c1ccccc1F
    3%, -6%, i, 0.2%, i, 18%, -0.4, -3%, -9%
> CC(Oc1ccccc1)c1ccnn1S(C)(=O)=O (stereo not drawn)
    -2%, -5%, i, 1.5%, i, 2%, 1.2, -20%, -6%

More entries
Results follow in this order: MmCpn inh, A549 tox, ATXN viability, Nrf2 activator, pAkt inh, Nrf2 block, CCT chaperon mod, TGFb SMAD3 inh, HepG2 viability
> O=C(c1ccccn1)N(c1ccccc1)C1(C(=O)NC2CCCCC2)CCCCC1
    0%, -7%, ., 2.1%, i, 3%, -8.3, 0%, 7%
> COc1ccccc1OC(C)C(=O)N1CCN(CCc2ccccn2)CC1 (stereo not drawn)
    ., 6%, i, -0.4%, ., 20%, ., -3%, -2%
> O=C(NCc1cn2ccccc2n1)c1ccc(Br)o1
    -1%, 8%, i, 3.5%, i, 2%, -1.1, 0%, -26%
> CC(C(=O)NC(C)(C)C)N1C(=O)c2cccc3cccc(c23)C1=O (stereo not drawn)
    -7%, -8%, i, 5.3%, i, -25%, -0.7, -20%, 1%
> CCOc1cc(/C=N/NC(=O)c2cc(-c3cccnc3)nc3ccccc23)ccc1O
    -8%, -1%, i, 0.6%, i, -11%, -1.7, 35%[activator], 0%
> O=C(Nc1nccs1)c1cccc(S(=O)(=O)N2CCCC2)c1
    2%, -2%, i, 0.4%, i, ?, 0.1, 0%, 3%
> O=C(CNC(=O)c1ccccc1)NCCCSc1ccccc1
    1%, 8%, i, 5.2%, i, ?, 0.2, 10%, -24%
> Cc1ccc(C(=O)OCC(=O)N(C)c2c(N)n(Cc3ccccc3)c(=O)[nH]c2=O)s1
    1%, -3%, i, -0.6%, i, 3%, -0.4, 7%, 3%
